High-throughput results deposited in PubChem by several laboratories.
LEDGF integ inh – blockers of LEDGF/p75-dependent integrase strand transfer – biochemical, TR-FRET, high throughput, primary screen | 0.64% of 370,000 active | inhibition, % at 3.7 µM | TR-FRET IN-LEDGF/p75 DNA integration, Eu/Cy5 | HIV-1 integrase (with human LEDGF/p75);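 active = inhibition above the screen-wide mean plus 3 SD, cut at about 13% in these data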;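 note: signal is the Cy5 over europium emission ratio at 671 and 618 nm; 0% = plate median of compound wells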
UHRF1 binding – UHRF1 methylated DNA binding inhibitors, primary screen, counter-screen for MBD2 inhibitor project, biochemical, TR-FRET, human UHRF1, single concentration; E3 ubiquitin-protein ligase UHRF1 (Homo sapiens), Q96T88; UHRF1 binding to methylated oligo; 0.75% of 370,000 active; inhibition, % at 4.4 µM; in the data active = inhibition above about 21%;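 note: UHRF1 SRA domain binding a hemimethylated CpG hairpin DNA probe; 0% = median of test compound wells and 100% = reference inhibitor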
Target sequence (Q96T88 whole entry, looked up, the tested form may be a part): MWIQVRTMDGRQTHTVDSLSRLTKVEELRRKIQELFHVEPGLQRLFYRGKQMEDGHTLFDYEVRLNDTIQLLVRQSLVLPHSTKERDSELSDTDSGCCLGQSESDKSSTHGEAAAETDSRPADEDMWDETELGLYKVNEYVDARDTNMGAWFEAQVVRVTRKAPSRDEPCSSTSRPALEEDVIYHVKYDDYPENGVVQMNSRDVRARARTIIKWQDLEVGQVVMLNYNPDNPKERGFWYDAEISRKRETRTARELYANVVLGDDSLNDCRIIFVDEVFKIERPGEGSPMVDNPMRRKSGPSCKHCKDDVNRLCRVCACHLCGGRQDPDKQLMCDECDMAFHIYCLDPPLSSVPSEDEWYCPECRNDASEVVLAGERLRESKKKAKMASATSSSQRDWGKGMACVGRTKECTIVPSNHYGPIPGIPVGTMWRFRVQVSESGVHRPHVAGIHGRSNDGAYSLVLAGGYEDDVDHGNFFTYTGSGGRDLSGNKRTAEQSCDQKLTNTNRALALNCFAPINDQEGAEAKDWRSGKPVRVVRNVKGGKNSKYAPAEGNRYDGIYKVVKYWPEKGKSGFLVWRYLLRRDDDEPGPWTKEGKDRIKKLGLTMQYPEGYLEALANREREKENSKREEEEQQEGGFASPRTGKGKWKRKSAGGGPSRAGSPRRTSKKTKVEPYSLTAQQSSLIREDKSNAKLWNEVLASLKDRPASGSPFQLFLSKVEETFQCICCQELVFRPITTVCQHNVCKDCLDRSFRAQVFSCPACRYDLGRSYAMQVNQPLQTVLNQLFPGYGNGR
TCR CD3 inh – inhibitors of human TCR-CD3 interaction, primary screen, biochemical, fluorescence, TAMRA-labeled TCR probe; inhibition, % at 9.4 µM; 0.37% of 360,000 active; in the data active = inhibition above about 19%;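 note: recombinant mutant TCR 2C K166C tagged with TAMRA read by polarization; 0% = receptor in buffer alone and 100% = receptor with positive control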
rCAG RNA binder – binders of r(CAG) RNA repeats, primary screen, biochemical, fluorescence; r(CAG) RNA repeat, TO-PRO-1 dye displacement fluorescence; inhibition, % at 3 µM; 1.3% of 370,000 active; AID 651821, 2012;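 active = inhibition above the plate cutoff, the mean of all test compounds on that plate plus 3 SD, cut at about 35% in these data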;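 note: 0% = DMSO alone and 100% = 100 µM mitoxantrone as full dye displacement; higher means more dye released from RNA so lower well fluorescence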
Rev-erbA mod – modulators of Rev-erb alpha DNA binding, primary screen, biochemical, FITC-DNA, fluorescence polarization, uHTS; Rev-erbα–FITC-DNA binding, 90 min; Nuclear receptor subfamily 1 group D member 1 (Homo sapiens), P20393; activity, % at 10 µM; 0.79% of 370,000 active;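 active = activity above about 14%, limit read from the data; passing the limit was not always enough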;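 note: 0% = DMSO wells with 35 nM protein and 100% = DMSO wells with 750 nM protein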
HTRA1 inhibitor – HTRA1 serine protease inhibitors, primary screen, biochemical, fluorescence polarization, HTS; 0.5% of 340,000 active; recombinant HTRA1, FP-rhodamine activity-based probe; Q92743; inhibition, % at 5.96 µM; in the data active = inhibition above about 36%;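 note: 0% = enzyme with DMSO and 100% = wells lacking enzyme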
mABHD4 FP – ABHD4 inhibitors, primary screen, biochemical, fluorescence polarization, mouse; 0.54% of 370,000 active; (Lyso)-N-acylphosphatidylethanolamine lipase (Mus musculus), Q8VD66; inhibition, % at 8.92 µM; purified mABHD4, FP-Rh probe fluorescence polarization;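 active = inhibition exceeding the mean over every tested compound plus 3 SD, cut at about 30% in these data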;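 note: 0% = plate median of compound wells and 100% = S159A mutant with DMSO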
Target sequence (Q8VD66 whole entry, looked up): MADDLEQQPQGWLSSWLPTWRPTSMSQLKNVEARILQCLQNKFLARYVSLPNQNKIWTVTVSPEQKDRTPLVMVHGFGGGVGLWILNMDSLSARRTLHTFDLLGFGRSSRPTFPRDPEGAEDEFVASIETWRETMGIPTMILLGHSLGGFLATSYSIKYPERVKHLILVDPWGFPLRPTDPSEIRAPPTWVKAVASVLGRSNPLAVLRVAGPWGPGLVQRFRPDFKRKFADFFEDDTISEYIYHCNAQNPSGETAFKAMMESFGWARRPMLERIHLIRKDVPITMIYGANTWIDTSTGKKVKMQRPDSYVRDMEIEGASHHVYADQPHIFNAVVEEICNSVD
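Test system: mouse ABHD4 enzyme, wild type. Reagent: FP-Rh fluorescent activity-based probe, added after compound pre-incubation. Timing: pre-incubation 45 min, probe exposure 60 min, at 25 °C. Technique: FP readout, ex 525 nm / em 598 nm. Benchmarks: high control S159A mutant with DMSO, low control median of compound wells.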
PG9 binder – binders of HIV-1 gp120 antibody PG9, primary screen, biochemical, TR-FRET | HIV-1 gp120 / PG9 antibody interaction | TR-FRET gp120-PG9 antibody binding | inhibition, % at 6.7 µM | 0.43% of 360,000 active | AID 624416, 2012; in the data active = inhibition above about 8.5%
MBD2 inh – inhibitors of MBD2 binding to methylated DNA, primary screen, biochemical, TR-FRET, DNA-binding domain, human; Methyl-CpG-binding domain protein 2 (Homo sapiens), Q9UBB5; MBD2 binding to methylated oligonucleotide; inhibition, % at 4.4 µM; 0.31% of 370,000 active; in the data active = inhibition above about 13%
PRMT1 inh – PRMT1 methyltransferase inhibitors, primary screen, biochemical, fluorescence polarization; inhibition, % at 2.79 µM; recombinant PRMT1, activity-based probe fluorescence polarization; 1.3% of 370,000 active; AID 652257, 2013; Protein arginine N-methyltransferase 1 (Homo sapiens), Q99873;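 active = inhibition above about 21% made by adding two undisclosed values, limit read from the data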
Active calls of the source: *; · = not tested or not shown.

SMILES	LEDGF integ inh	UHRF1 binding	TCR CD3 inh	rCAG RNA binder	Rev-erbA mod	HTRA1 inhibitor	mABHD4 FP	PG9 binder	MBD2 inh	PRMT1 inh
CCOC(=O)c1c(NC(=O)CN(CC)CC)sc2c1CCC2	2	-3	2	-1	33*	-18	-2	-2.3	1	0
CC(=O)Nc1ccccc1-c1ccccc1[N+](=O)[O-]	-1	0	0	0	-1	1	0	0.7	0	-5
CCOc1ccc(S(=O)(=O)n2cc(-c3ccc(F)cc3)c(N)n2)cc1	0	-3	9	4	-4	-11	-10	-0.5	-4	-1
Cc1cc(NC(=O)Cc2c(F)cccc2Cl)no1	1	2	-9	4	3	-4	-5	-0.4	-1	-1
CCOc1ccccc1CN1CCN(Cc2ccc(C)o2)CC1CCO (stereo unspecified)	-3	-5	5	-7	5	10	4	1.7	3	-3
COc1ccc(NS(=O)(=O)c2ccc(NC(=O)C3CC3)cc2)cc1	1	-1	-2	0	11	-4	-1	-3.9	4	-1
COc1ccc(Br)cc1CN(C)CC(=O)Nc1ccccc1Cl	4	6	0	-4	10	-21	-2	-2.6	-1	0
COc1cc(OC)cc(-c2c(-c3ccc(F)cc3)c3cc(-c4ccc5cc[nH]c5c4)ccc3n2C)c1	0	2	-1	19	-6	9	-8	1.8	3	-3
O=C(Cn1cnc([N+](=O)[O-])n1)N/N=C/c1cc(Cl)ccc1O	-9	-2	1	6	3	5	1	-2.7	2	-2
COc1cc2ccccc2cc1C(=O)OCC(=O)N1CCOCC1	0	-2	4	-2	3	1	4	0.6	-6	0

By substructure: the compounds so far with nitrogen in an aromatic ring.
SMILES	LEDGF integ inh	UHRF1 binding	TCR CD3 inh	rCAG RNA binder	Rev-erbA mod	HTRA1 inhibitor	mABHD4 FP	PG9 binder	MBD2 inh	PRMT1 inh
CCOc1ccc(S(=O)(=O)n2cc(-c3ccc(F)cc3)c(N)n2)cc1	0	-3	9	4	-4	-11	-10	-0.5	-4	-1
Cc1cc(NC(=O)Cc2c(F)cccc2Cl)no1	1	2	-9	4	3	-4	-5	-0.4	-1	-1
COc1cc(OC)cc(-c2c(-c3ccc(F)cc3)c3cc(-c4ccc5cc[nH]c5c4)ccc3n2C)c1	0	2	-1	19	-6	9	-8	1.8	3	-3
O=C(Cn1cnc([N+](=O)[O-])n1)N/N=C/c1cc(Cl)ccc1O	-9	-2	1	6	3	5	1	-2.7	2	-2

Additional structures
SMILES	LEDGF integ inh	UHRF1 binding	TCR CD3 inh	rCAG RNA binder	Rev-erbA mod	HTRA1 inhibitor	mABHD4 FP	PG9 binder	MBD2 inh	PRMT1 inh
Cc1cc(-c2ccccc2)n2ncnc2n1	1	-4	-3	-1	3	8	-1	-1.3	3	-4
CCC(=O)Nc1ccc(/C(C)=N\NC(=O)c2ccc(C)s2)cc1	1	-4	-2	4	-2	-9	-8	1.6	-2	1
O=C(c1cc2ccccn2n1)N1CCN(Cc2ccccc2)CC1	0	0	-4	-2	2	2	-4	1.1	3	2
O=C(CN1C(=O)c2ccccc2C1=O)Nc1cccc2cccnc12	3	-2	-2	4	7	-1	-1	-1.1	-1	-7
CCOC(=O)C1=C(CN2CCc3ccccc32)NC(=O)NC1c1ccc(Cl)cc1 (stereo unspecified)	1	1	0	2	0	-8	0	-0.1	3	0
CC(C)=CCN1CCN(Cc2ccoc2)CC1CCO (stereo unspecified)	1	-2	-8	-1	4	0	-1	1.7	-1	-1
COc1ccc(/C=N/Nc2nc3ccccc3o2)cc1OC	1	-4	9	4	1	-4	9	0.7	-6	0
CC(CCc1ccccc1)NC(=O)COc1ccc(S(=O)(=O)N2CCOCC2)cc1[N+](=O)[O-] (stereo unspecified)	-4	4	-5	-3	-1	0	2	-3.1	4	0
CC(C)(C)OC(=O)N1CCC[C@@H]1C(=O)N1CCC[C@@H]1C(=O)NCc1ccccc1Cl	0	-3	1	2	0	·	6	1.9	1	0
CCn1cc(C(=O)NN)c(=O)c2cc(F)c(N3CCN(C)CC3)cc21	-1	1	-1	-9	-2	-8	-2	-1.5	4	2
Cc1cc2ncc(-c3ccc(Cl)cc3)cn2n1	-3	-2	5	-1	1	3	-1	0.1	-5	-1
O=c1n(-c2ccc(Br)cc2)cnn1-c1ncccc1[N+](=O)[O-]	2	2	0	-3	-2	4	1	-1.1	-2	-6
CC(C)C[C@@H]1Cc2[nH]c(=S)[nH]c(=O)c2[C@H](CCc2ccccc2)O1	4	1	-2	-1	5	·	1	0.3	1	1
COc1ccccc1-c1c(C(F)(F)F)oc2cc(OC(=O)c3ccc([N+](=O)[O-])cc3)ccc2c1=O	1	-1	1	5	1	-2	1	-2.5	0	1
Cc1cc(C)nc(N2CCC(C(=O)NC3CCCCCC3)CC2)n1	6	-4	3	0	-4	1	3	-2.8	-2	-2
O=C(/C=C\c1cn(-c2ccccc2)nc1-c1ccc2c(c1)OCCO2)N1CCOCC1	2	-2	2	-1	1	-57	-11	-2.6	-2	-4
COc1ccc(NC(=O)c2cc(C3CCCCN3C(=O)c3ccc(NC(C)=O)cc3)on2)c(C)c1 (stereo unspecified)	0	1	-3	0	4	·	0	0.8	4	-1
CCOc1ccc(N=C2NC(=O)C(CC(=O)Nc3ccc(OC)cc3)S2)cc1 (stereo unspecified)	-1	5	-8	-6	11	7	2	0.9	-1	0
CC1(C)Cc2c(C#N)c(SCC(=O)O)nc(N3CCOCC3)c2CO1	-3	2	-11	-1	5	-5	-2	-1.5	1	5
CC(=O)Nc1ccc(NC(=O)c2cc(=O)c3ccccc3o2)cc1	0	1	-4	6	-1	0	0	0.3	6	4
CCOC(=O)[C@@]12CN(C(=O)OC(C)(C)C)CC=C1N(Cc1ccc(OC)cc1)C(=O)[C@H]2CC(=O)N1CCC(c2ccccc2)CC1	3	-2	·	2	-2	·	7	·	-7	1
Cc1ccc2c(C)c(C(=O)N3CCN(c4ncccn4)CC3)oc2c1C	4	-2	-3	-7	1	-12	-7	-0.9	-2	-2
CCN(Cc1ccc(OC)c(F)c1)C(=O)c1cc2ccccc2o1	-1	0	2	-3	1	-9	1	1.7	-2	2
CC(=O)N(c1cc(C)ccc1C)c1ccccc1[N+](=O)[O-]	3	3	-1	5	8	-9	-6	1.1	-2	6
c1ccc(NCc2nc3ccccc3n2CCOc2ccccc2)cc1	1	-1	-1	0	5	-6	-1	-0.5	-2	-1
COc1ccc(N2CCN(c3ccc([N+](=O)[O-])nc3)CC2)cc1	2	-3	3	-3	1	1	-2	-0.1	-1	-4
COc1ccc(-n2nc(C(=O)NCC(=O)Nc3cccc(NC(C)=O)c3)c3ccccc3c2=O)cc1	1	8	-6	15	6	-7	-17	0.4	7	8
Cc1ccc2ccccc2c1C(O)c1ncc(-c2ccccc2Cl)[nH]1 (stereo unspecified)	1	-3	4	5	6	·	-13	-1.2	2	3
NC(=O)C(NN=C(c1ccccc1)c1ccccc1)c1ccccc1 (stereo unspecified)	-3	0	2	3	8	-3	-3	-1.8	-2	-1
O=C(Nc1cccc(Cl)c1)Nc1c[nH]c(=O)[nH]c1=O	3	3	3	-1	-4	-5	-1	-0.2	-3	-5
CN(Cc1ccccc1)C(=O)Cc1ccccc1	-5	4	-9	-4	-3	-5	-1	0.1	4	5
COc1cc(S(=O)(=O)Nc2ccccc2C)ccc1NC(=O)c1ccncc1	-5	1	6	1	-3	2	-2	-1.6	-6	-3
CCC(=O)/C=C1\Sc2ccc(OC)cc2N1CC	-1	1	1	-1	-1	0	-3	-2.5	-2	52*
COCCCNC(=O)CN(c1ccc(Cl)c(Cl)c1)S(C)(=O)=O	2	-2	1	-4	-3	8	5	0.9	0	1
Cc1ccc(/C=C/C(=O)c2ccc([N+](=O)[O-])o2)cc1	1	0	-1	8	2	·	13	0.2	-4	8
O=C(CCNC(=O)N1CCn2c1nc1ccccc12)NCc1ccccc1Cl	-2	3	1	0	0	-3	-1	1.0	0	5
C[C@H]1CN([C@@H](C)CO)S(=O)(=O)c2ccc(Br)cc2O[C@H]1CN(C)C(=O)c1cccc(F)c1	-11	-3	4	2	-1	6	-7	1.6	-1	2
CC(=O)c1cccc(NC(=O)CSc2ncc(C(=O)Nc3ccccc3)c(=O)n2C)c1	-1	-1	-5	3	-1	-3	-4	-0.1	6	7
COc1ccccc1NC(=O)Cn1nc(Cc2cccnc2)c2ccccc2c1=O	-2	3	-2	-1	-1	-7	-1	-1.4	7	1
COc1ccccc1NC(=O)COC(=O)/C=C/c1ccc2c(c1)OCO2	4	5	-1	3	1	-3	-6	-1.9	-1	3
CCOc1ccc(N(CC(=O)Nc2c(C)cccc2C)S(=O)(=O)c2c(C)[nH]c(=O)[nH]c2=O)cc1	0	-1	2	6	6	0	-7	-1.2	1	-1
Cc1noc(NS(=O)(=O)c2ccc(NC(=O)c3ccc(OC(C)C)cc3)cc2)c1C	-1	-1	-1	44*	-3	-3	-3	0.5	1	3
Cn1ccnc1C(O)c1cc(C(C)(C)C)c(O)c(C(C)(C)C)c1 (stereo unspecified)	2	-3	0	-4	6	-10	9	-1.7	1	37*
Cc1cc(C=NCCCO)c(C)n1-c1cc(Cl)ccc1Cl	-3	0	-1	-3	-4	6	-2	-0.3	-2	2
CCOCCCNC(=O)C(NC(=O)Cc1cccs1)c1ccc(OC)cc1 (stereo unspecified)	-4	1	-7	-6	1	-2	2	-0.4	4	4
Cc1cc(/C=C2\C(=N)N3N=C(C(C)C)SC3=NC2=O)c(C)n1-c1ccccc1	3	4	-5	6	1	3	-5	-2.4	1	-3
COc1cccc([C@@H]2CC=C(C(=O)O)[C@H](c3ccc(C)cc3)N2S(=O)(=O)c2ccc(C)cc2)c1	-3	4	-4	30	-5	1	16	-0.6	0	2
CCOc1ccc(/C=C2\SC(N3CCc4ccccc4C3)=NC2=O)cc1	-1	1	0	11	-20	-13	-4	-1.6	1	-1
COc1ccccc1C(=O)CSc1ccccn1	-5	-2	4	-4	-4	-4	1	-2.8	-1	2
COc1cccc(C(=O)Nc2c3c(nn2-c2ccccc2C)CS(=O)C3)c1OC (stereo unspecified)	-2	1	8	-2	5	4	1	-1.5	-6	0
Next section.
SMILES	LEDGF integ inh	UHRF1 binding	TCR CD3 inh	rCAG RNA binder	Rev-erbA mod	HTRA1 inhibitor	mABHD4 FP	PG9 binder	MBD2 inh	PRMT1 inh
O=Cc1cnc(N2CCN(c3ccccc3)CC2)s1	1	0	3	-2	0	1	-1	-0.3	4	-1
CCc1ccc(C(=O)/C=C/c2cnn(C)c2C)s1	0	-3	0	-2	-1	-5	5	1.4	-3	-3
COc1ccccc1Nc1nnc(SCC(=O)NC(=O)Nc2ccc3c(c2)OCCO3)s1	0	-2	-5	1	-1	1	-2	0.1	-2	-2
Cc1nonc1NC(=O)CSc1nc2ccc(Cl)cc2[nH]1	6	13	-12	2	2	-3	-19	1.6	8	4
Cc1cccc2c(Cl)cc(=O)[nH]c12	3	0	-1	-2	6	·	1	1.4	3	1

An excerpt. The share of hits here may be higher or lower than overall.
